Assay outcomes from PubChem.
AHR act – activates the human aryl hydrocarbon receptor; AHR-responsive luciferase reporter cells, luminescence; activation, % at 5 µM; 320,000 tested, 2.5% active; AID 2796; in the data active means activation above about 47%;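 further: 0% = vehicle wells and 100% = reference agonist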
HCV core dimer – blocks dimerization of HCV core protein | AID 1899 | 300,000 tested, 0.33% active | TR-FRET GST/Flag-core106 dimerization, 1536-well | inhibition, % at 5 µM;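 active means inhibition above the mean of all tested compounds plus 3 SD, set per screening campaign, cut at about 45% in these data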
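System – GST-tagged and Flag-tagged HCV core protein residues 1-106 · Repeats – one well for each compound · Technique – TR-FRET 671 and 617 nm emission · Doses – one concentration, 5 µM, in 0.5% DMSO · Times – 4 h, 22.5 °C incubation · Also added – Eu donor and XL665 acceptor anti-tag antibodies · Measure – percent inhibition of core106 dimerization signal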
proCasp3 act – activators of human procaspase-3; P42574; recombinant procaspase-3 D3A, Ac-DEVD-pNA absorbance 405 nm; activation, % at 8.5 µM; 330,000 tested, 0.11% active; AID 463141;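 active means activation above the mean of all tested compounds plus 3 SD, cut at about 21% in these data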;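 further: 0% = DMSO alone and 100% = DMSO wells spiked with extra 5 µM PC-3 D3A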
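assay system = Procaspase-3 D3A mutant | signal = absorbance at 405 nm, 0 and 120 min | times = 1 h preincubation plus 2 h reaction at 25 °C | repeats = single replicate | read-out = % activation between DMSO and enzyme-spiked controls | medium = Zinc-free HEPES saline buffer with Triton X-100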
Fh CTSL1 inh – counter-screen for PFM18AAP inhibitors: inhibitors of F. hepatica cathepsin L1; recombinant F. hepatica cathepsin L1, Z-Leu-Arg-MCA fluorescence; inhibition, % at 5.96 µM; 300,000 tested, 0.49% active;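 active means inhibition above the mean of all tested compounds plus 3 SD, set per screening campaign, cut at about 17% in these data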;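 further: 0% = plate median of test compound wells and 100% = 1 µM Z-Phe-Ala-diazomethylketone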
PAFAH2 FP inh – PAFAH2 (human) inhibition | AID 492956 | recombinant PAFAH2, FP-rhodamine activity probe, fluorescence polarization | Q99487 | inhibition, % at 3.39 µM | 340,000 tested, 0.99% active;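 active means inhibition above the mean over all tested compounds plus 3 SD, cut at about 30% in these data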;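 further: inhibitors block probe labeling of enzyme so polarization drops; 0% = enzyme with DMSO and 100% = wells lacking PAFAH2 protein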
TPT1 inh – blocks Candida albicans tRNA 2'-phosphotransferase; AID 1962; inhibition, % at 5 µM; 300,000 tested, 0.81% active; recombinant caTPT1, FP RNA substrate dephosphorylation;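 active means inhibition above the mean of all tested compounds plus 3 SD, set per screening campaign, cut at about 24% in these data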;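 further: plate controls were DMSO alone for no effect and ferristatin control at 100 nM for full effect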
PP5 primary – inhibitors of human protein phosphatase 5 (PP5); 320,000 tested, 0.18% active; inhibition, % at 6.7 µM; P53041; AID 1987; purified PP5c, OMFP substrate fluorescence;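 active means inhibition above the campaign's mean inhibition across all tested compounds plus 3 SD, cut at about 9.5% in these data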;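 further: 0% = DMSO only and 100% = 100 µM cantharidin control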
Target sequence (P53041 whole entry, looked up): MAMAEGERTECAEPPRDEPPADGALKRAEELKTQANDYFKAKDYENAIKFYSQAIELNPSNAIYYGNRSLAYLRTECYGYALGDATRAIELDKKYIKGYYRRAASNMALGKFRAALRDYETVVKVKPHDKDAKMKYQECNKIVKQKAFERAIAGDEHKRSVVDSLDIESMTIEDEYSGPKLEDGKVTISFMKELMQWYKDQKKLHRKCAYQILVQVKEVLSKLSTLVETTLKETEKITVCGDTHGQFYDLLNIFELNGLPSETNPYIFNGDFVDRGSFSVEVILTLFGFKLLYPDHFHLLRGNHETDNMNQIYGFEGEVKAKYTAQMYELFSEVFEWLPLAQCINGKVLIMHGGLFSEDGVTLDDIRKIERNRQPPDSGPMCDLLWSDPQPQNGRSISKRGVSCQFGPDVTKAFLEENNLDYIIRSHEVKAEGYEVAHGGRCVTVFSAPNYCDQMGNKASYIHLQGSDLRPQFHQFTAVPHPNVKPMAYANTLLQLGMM
procasp7 counter – counter-screen for procaspase-3 activators: activators of human procaspase-7 | activation, % at 8.5 µM | AID 463210 | recombinant procaspase-7, Ac-DEVD-pNA absorbance 405 nm; D23A/D198A/D206A triple mutant, cannot self-cleave; scale: DMSO 0, 5 µM enzyme 100 | 330,000 tested, 0.093% active;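 active means percent activation above the screen-wide mean plus 3 SD, cut at about 25% in these data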
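System: Uncleavable procaspase-7 mutant enzyme; Amount: 2 µM procaspase-7 mutant as dispensed; Schedule: 1 h compound preincubation, 2 h substrate cleavage, 25 °C; Measured by: 405 nm absorbance of p-nitroaniline; Evaluation: percent activation from buffer-corrected 0–120 min absorbance change; Control set: low DMSO alone, high DMSO plus 5 µM PC-7.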
PP1 inh – counter-screen for PP5 inhibitors: inhibitors of human PP1-alpha; P62136; purified PP1alpha, OMFP fluorescence; inhibition, % at 6.7 µM; 320,000 tested, 0.9% active;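 active means inhibition above the mean inhibition of all tested compounds plus 3 SD, computed separately for each screening campaign, cut at about 15% in these data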
Target sequence (P62136 whole entry, looked up): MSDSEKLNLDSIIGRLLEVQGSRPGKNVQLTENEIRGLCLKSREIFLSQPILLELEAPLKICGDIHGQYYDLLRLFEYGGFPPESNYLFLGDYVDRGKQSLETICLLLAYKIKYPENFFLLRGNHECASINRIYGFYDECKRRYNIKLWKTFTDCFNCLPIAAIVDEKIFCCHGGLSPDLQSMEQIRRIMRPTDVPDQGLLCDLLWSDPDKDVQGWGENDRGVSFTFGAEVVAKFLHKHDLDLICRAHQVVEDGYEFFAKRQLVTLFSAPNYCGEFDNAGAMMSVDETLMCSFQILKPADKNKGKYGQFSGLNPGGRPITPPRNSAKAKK
Starred values were filed as active, the others as inactive; nt = not tested or not shown.

SMILES	AHR act	HCV core dimer	proCasp3 act	Fh CTSL1 inh	PAFAH2 FP inh	TPT1 inh	PP5 primary	procasp7 counter	PP1 inh
COc1cccc(NC(=O)C2c3cc(OC)c(OC)cc3C(=O)N(C)C2c2cccnc2)c1 (stereo unspecified)	-1	0	6	-1	-2	0	1.0	9	-4
c1ccc(-c2cc3c(N4CCCCC4)ncnc3s2)cc1	12	-3	-3	0	1	-3	2.5	2	2
O=NNc1nc2ccccc2n1Cc1ccccc1	3	2	-13	1	-7	1	1.5	8	8
CCOc1ccc(NS(=O)(=O)c2cc(NC(=O)C3CC3)ccc2C)cc1Br	3	nt	2	nt	1	nt	nt	3	nt
C=CCOc1ccc(/C=N/N2C(=O)C(CC(=O)Nc3ccc(F)cc3F)SC2=NC)cc1 (stereo unspecified)	23	1	-2	2	-12	-1	4.2	7	13
Cc1ccc(S(=O)(=O)CCC(=O)N(C)C2CCCCC2)cc1	-1	-7	6	-2	-5	-1	1.8	3	0
O=C(N/N=C/c1ccco1)c1cc(-c2cccc(Br)c2)nc2ccccc12	50*	12	6	2	-20	0	2.6	5	6
Cc1ccc(C)c(N(C(=O)c2csnn2)C(C(=O)NC2CCCCC2)c2ccccn2)c1 (stereo unspecified)	0	0	2	0	6	-1	-0.3	-7	-2
CCc1nc(SCC(=O)Nc2cc(C)on2)c2c(C)c(C)sc2n1	-1	-2	-5	-3	-4	8	0.7	5	-8
Cc1nc2ccccc2nc1OCc1cccc([N+](=O)[O-])c1	-1	-2	-1	-3	6	-3	0.8	-4	-3
O=C(NC1C(=O)NNC1c1ccccc1)c1ccccc1 (stereo unspecified)	2	-1	-3	-2	4	2	1.6	-6	-3
CC(CC(=O)Nc1ccc2c(c1)OCCO2)c1ccccc1 (stereo unspecified)	22	-5	-3	-3	5	1	2.9	3	-5
O=C(COc1ccc(-c2ccccc2)cc1)N1CCN(C(=O)c2cccs2)CC1	4	4	8	2	-3	-2	0.0	0	0
Cc1cc(NC(=O)c2ccccc2F)on1	-6	-8	6	-9	-7	-1	-2.8	-1	-2
O=C(O)CCCC(=O)Nc1ccc(Sc2ccc([N+](=O)[O-])cc2)cc1	-2	3	-4	8	5	-2	-1.6	6	-2

One compound at a time, from the list above.
Cc1cc(NC(=O)c2ccccc2F)on1 reads AHR act: -6; HCV core dimer: -8; proCasp3 act: 6; Fh CTSL1 inh: -9; PAFAH2 FP inh: -7; TPT1 inh: -1; PP5 primary: -2.8; procasp7 counter: -1; PP1 inh: -2
O=NNc1nc2ccccc2n1Cc1ccccc1 reads AHR act: 3; HCV core dimer: 2; proCasp3 act: -13; Fh CTSL1 inh: 1; PAFAH2 FP inh: -7; TPT1 inh: 1; PP5 primary: 1.5; procasp7 counter: 8; PP1 inh: 8

The list goes on.
SMILES	AHR act	HCV core dimer	proCasp3 act	Fh CTSL1 inh	PAFAH2 FP inh	TPT1 inh	PP5 primary	procasp7 counter	PP1 inh
CCCCCC1CC(COc2ccccc2)OC1=O (stereo unspecified)	-1	5	-6	-4	0	-2	1.0	5	2
CCc1ccc(C(=O)NNc2ccc(Cl)cc2)cc1	4	4	6	-2	0	-2	-1.7	0	-3
COc1ccc(-n2nnc3c(=O)n(CC(=O)N4CCCc5ccccc54)cnc32)cc1	2	6	-1	1	-2	0	-0.4	10	1
N#CCc1ccc(OC(=O)Nc2ccccc2)cc1	4	0	-1	-1	9	-1	-0.2	-1	-4
CC(NC(=O)CN1CCN(Cc2cccc(F)c2)CC1)c1ccccc1 (stereo unspecified)	1	-7	-2	0	6	2	1.9	0	-2
CCOc1cc(Br)c(C=O)cc1OCC	0	8	11	1	4	-1	-1.9	3	-5
Cc1ccc(S(=O)(=O)N2CCC(C(=O)N(C)C3CCS(=O)(=O)C3)CC2)cc1 (stereo unspecified)	0	-7	6	-3	1	-10	0.0	9	0
Cc1cc(C)n(CC(=O)c2cccc([N+](=O)[O-])c2)n1	2	2	5	5	0	0	0.7	12	-1
CCN(CC)S(=O)(=O)c1ccc(Cl)c(C(=O)Nc2cccnc2)c1	3	-3	-4	3	-1	-1	0.6	15	-6
O=C(NC1=NCCS1)c1sc2ccccc2c1Cl	-1	8	1	1	-7	1	-0.3	4	0
NC(=O)[C@@H]1CCOc2c(I)cc([N+](=O)[O-])cc2C(=O)N[C@@H](CO)C(=O)NCC(=O)N1	0	-4	-1	5	-10	-3	3.0	-5	1
Cc1c(Cl)cccc1-n1c(SCC(=O)N2CCC(C(=O)O)CC2)nnc1-c1ccncc1	-1	0	7	6	-2	0	-0.7	8	-5
Cc1ccsc1/C=C1\SC(N)=NC1=O	7	-21	0	2	7	13	-1.3	9	-4
COc1ccc(CC(=O)Nc2ccc(F)c(F)c2F)cc1S(=O)(=O)N1CCOCC1	1	nt	11	nt	-6	nt	0.0	6	-2
COc1ccc(CC(NC(C)=O)C(=O)NC2CCN(C(=O)c3cc(OC)c(OC)c(OC)c3)CC2)cc1 (stereo unspecified)	-3	2	11	-1	-3	-3	0.6	-9	-7

Of the compounds above, these have two or more sulfur atoms.
SMILES	AHR act	HCV core dimer	proCasp3 act	Fh CTSL1 inh	PAFAH2 FP inh	TPT1 inh	PP5 primary	procasp7 counter	PP1 inh
CCc1nc(SCC(=O)Nc2cc(C)on2)c2c(C)c(C)sc2n1	-1	-2	-5	-3	-4	8	0.7	5	-8
Cc1ccc(S(=O)(=O)N2CCC(C(=O)N(C)C3CCS(=O)(=O)C3)CC2)cc1 (stereo unspecified)	0	-7	6	-3	1	-10	0.0	9	0
O=C(NC1=NCCS1)c1sc2ccccc2c1Cl	-1	8	1	1	-7	1	-0.3	4	0
Cc1ccsc1/C=C1\SC(N)=NC1=O	7	-21	0	2	7	13	-1.3	9	-4

New compounds follow.
SMILES	AHR act	HCV core dimer	proCasp3 act	Fh CTSL1 inh	PAFAH2 FP inh	TPT1 inh	PP5 primary	procasp7 counter	PP1 inh
O=C(OCC(=O)N1CCN(C(=O)COC(=O)c2ccncc2)CC1)c1ccncc1	-1	0	3	-8	-4	-4	4.0	1	0
Cc1ccc2c(c1)C1C=CCC1C(C(=O)NCCCN1CCOCC1)N2 (stereo unspecified)	6	-11	-6	-4	4	1	-5.1	-13	-12
CCOC(=O)N1CCN(c2nnnn2-c2ccccc2)CC1	1	-3	-3	1	-6	-1	0.4	4	-4
CCOc1cc(/C=C(\C#N)C(=O)Nc2ccccn2)ccc1O	-2	-10	1	2	1	10	-1.4	6	1
O=C(COC(=O)c1cnccn1)NC(=O)c1ccccc1	2	-9	-15	-15	1	0	-1.4	-3	-4
CC(O)(CS(=O)(=O)Cc1ccccc1Cl)C(=O)Nc1cccc(C(F)(F)F)c1 (stereo unspecified)	2	-1	-1	-2	-8	-2	-0.6	7	7
c1cncc(-c2nnc3n2C2(CCCCC2)Cc2ccccc2-3)c1	0	1	3	3	2	2	3.5	-13	2
COc1ccc(NC2CCCN(C(=O)c3ccc4[nH]c(C)c(C)c4c3)C2)cc1OC (stereo unspecified)	11	-22	-14	-2	0	2	3.0	-21	-1
COc1ccc(-c2nnn(CC(=O)N(CCCN3CCOCC3)C(C(=O)NC3CCCC3)c3ccco3)n2)cc1 (stereo unspecified)	2	2	-6	-3	3	-4	2.4	4	-3
O=C(C1=C[C@H](c2csc3ccccc23)C[C@H](OCc2ccc(CO)cc2)O1)N1CCOCC1	4	0	2	-2	2	0	5.0	-6	1
O=c1oc(-c2cccs2)nc2sc3c(c12)CCCCC3	3	2	13	-1	17	1	1.2	3	-4
Cc1ccc(NC(=O)NC(=O)CN2C(=O)NC3(CCc4ccccc43)C2=O)c(C)c1 (stereo unspecified)	32	6	-5	4	5	3	1.4	0	-1
COC(=O)[C@H](CC(C)C)NC(=O)NCCC1=CCCCC1	1	-6	2	-4	6	-5	0.3	-4	-4
O=c1c(C(c2c(O)nc3n(c2=O)CCS3)c2cccc3ccccc23)c(O)nc2n1CCS2	2	-10	-13	-8	37*	1	0.9	-8	-10
CC(C)N1CC=C2C(C#N)=C(N)C(C#N)(C#N)C(c3ccccc3)C2C1 (stereo unspecified)	10	-5	3	8	0	-26	1.8	-1	-1
COc1ccccc1N1CCN(CC(O)c2c(C)[nH]c3ccccc23)CC1 (stereo unspecified)	4	8	2	0	-1	-5	0.1	-1	-3
Cc1cccc(C)c1OCc1cc(C(=O)NC2CCC(O)CC2)no1 (stereo unspecified)	-2	9	-2	-3	19	1	3.4	10	-3
N=C1C(c2nc3ccccc3[nH]2)=C(O)CN1NC(=O)c1c[nH]c2ccccc12	11	-8	1	6	-4	-4	0.6	-4	0
O=C1OC(c2ccc(Cl)cc2)/C(=C(/O)c2ccccc2)C1=O (stereo unspecified)	-4	14	2	3	1	-1	-0.8	-12	-2
COc1ccc([N+](=O)[O-])cc1NCc1cccnc1	5	-4	2	0	2	-3	1.9	0	-4
CCN(CC)S(=O)(=O)c1ccc(N2CC(C(=O)NCc3cccnc3)CC2=O)cc1 (stereo unspecified)	-4	6	-5	0	7	-1	0.9	1	0
CC(OC(=O)c1nccnc1N)C(=O)Nc1ccc(S(=O)(=O)N2CCCC2)cc1 (stereo unspecified)	1	4	7	-1	6	2	0.6	-1	-3
CCCC(=O)Nc1c(-c2cccs2)c(=O)c2ccccc2n1CC	-1	-2	10	5	nt	1	1.6	-3	-4
